Screening results as filed in PubChem BioAssay.
bIAP inhibitor: bovine intestinal alkaline phosphatase inhibitors, primary screen, selectivity assay for TNAP inhibitor project, biochemical, bovine IAP, CDP-star luminescence | alkaline phosphatase, intestinal [Bos taurus] | purified bovine IAP, 30 min | inhibition, % at 20 µM | 190,000 tested, under 10 active;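 active means over 50% inhibition of intestinal alkaline phosphatase at 20 µM in the single-dose screen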
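test system = bovine IAP enzyme | medium = DEA buffer 100 mM, pH 9.8, with MgCl2 1.0 mM, ZnCl2 0.02 mM | detection = luminescence | dosing = single compound dose of 20 µM, 2% DMSO final | incubation = 30 min reaction at room temperature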
TNAP inh hiacc: human TNAP enzyme inhibitors, primary screen, biochemical, luminescent, high phosphate acceptor level, uHTS; inhibition, % at 20 µM; 200,000 compounds, 0.03% hits; purified TNAP, CDP-star luminescence, 1 M DEA; Alkaline phosphatase, tissue-nonspecific isozyme (Homo sapiens), P05186;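 active means over 50% inhibition of tissue-nonspecific alkaline phosphatase at 20 µM in the single-dose screen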;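 further: plate controls were DMSO wells for no effect and EDTA-quenched wells as full inhibition for full effect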
Target sequence (P05186 whole entry, looked up): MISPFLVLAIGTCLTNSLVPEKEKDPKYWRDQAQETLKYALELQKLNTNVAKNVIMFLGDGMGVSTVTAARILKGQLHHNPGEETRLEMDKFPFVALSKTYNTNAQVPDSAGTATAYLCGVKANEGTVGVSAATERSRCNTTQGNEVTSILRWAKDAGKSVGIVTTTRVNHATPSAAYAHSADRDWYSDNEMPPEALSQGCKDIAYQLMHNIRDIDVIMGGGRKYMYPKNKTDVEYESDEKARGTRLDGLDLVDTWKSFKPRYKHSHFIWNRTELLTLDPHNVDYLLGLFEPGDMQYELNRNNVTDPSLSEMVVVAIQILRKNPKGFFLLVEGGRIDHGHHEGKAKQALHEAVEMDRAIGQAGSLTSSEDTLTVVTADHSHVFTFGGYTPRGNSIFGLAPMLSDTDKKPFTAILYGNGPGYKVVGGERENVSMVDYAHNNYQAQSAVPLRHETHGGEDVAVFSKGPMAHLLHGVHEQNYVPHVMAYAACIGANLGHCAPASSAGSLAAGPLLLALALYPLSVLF
TNAP act hi DEA: TNAP activators at high phosphate acceptor level, primary screen, biochemical, luminescence, uHTS; activation factor at 20 µM; 200,000 tested, under 10 active; AID 1136, 2008; purified TNAP, CDP-star luminescence, 1 M DEA, 30 min; active compounds read high; 0 = EDTA background, 1 = DMSO-only activity; Alkaline phosphatase, tissue-nonspecific isozyme (Homo sapiens), P05186;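 active means activation factor at least 2 at 20 µM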
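system = human TNAP | amount = enzyme diluted 1/800 final | reagent = 100 µM CDP-star substrate | signal = luminescent substrate turnover signal | dosing = one dose, 20 µM | benchmarks = EDTA negative control, DMSO positive control | measure = activation factor | timing = 30 min reaction, room temperature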
FLuc inh counter: firefly luciferase enzyme inhibitors, primary screen, artefact control for luciferase-based inhibitor screens, biochemical, luminescence, ATPLite; 10 min; inhibition, % at 10 µM; 200,000 compounds, 1.5% hits; AID 1006, 2008;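 active means inhibition above about 50% when tested at 10 µM, limit read from the data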
Target sequence (P08659 whole entry, looked up): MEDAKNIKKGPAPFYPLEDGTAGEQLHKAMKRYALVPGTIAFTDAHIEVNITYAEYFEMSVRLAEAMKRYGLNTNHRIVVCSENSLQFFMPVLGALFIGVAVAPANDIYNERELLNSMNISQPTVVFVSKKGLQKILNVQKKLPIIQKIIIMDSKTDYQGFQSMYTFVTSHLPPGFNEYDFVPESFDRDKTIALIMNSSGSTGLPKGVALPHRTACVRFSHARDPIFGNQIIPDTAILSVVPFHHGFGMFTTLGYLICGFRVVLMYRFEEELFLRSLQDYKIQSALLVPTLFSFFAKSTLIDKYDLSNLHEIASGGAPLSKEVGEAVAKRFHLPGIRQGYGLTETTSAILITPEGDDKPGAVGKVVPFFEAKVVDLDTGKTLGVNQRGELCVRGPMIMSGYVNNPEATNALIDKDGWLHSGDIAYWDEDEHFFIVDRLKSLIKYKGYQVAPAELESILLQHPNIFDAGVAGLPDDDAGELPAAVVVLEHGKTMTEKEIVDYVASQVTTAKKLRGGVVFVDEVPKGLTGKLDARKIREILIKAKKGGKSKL
RAM network inh: inhibitors of the yeast RAM network, primary screen, dse1pr::URA3 reporter, 5-FOA selection | S. cerevisiae dse1pr::URA3 reporter, 5-FOA growth OD615, 2 d; analog-sensitive cbk1-as2 kinase mutant strain | inhibition, % at 50 µM | 190,000 compounds, 1.8% hits | AID 868, 2007;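 active means inhibition above a set limit, 3 SD over mean compound inhibition, cut at about 8.4% in these data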;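 further: 0% = DMSO-only wells with no growth and 100% = 10 µM 1-NA-PP1 full growth; inhibition rescues growth on 5-FOA so higher OD means more RAM inhibition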
bIAP act: bovine intestinal alkaline phosphatase activators, primary screen, biochemical, bovine IAP, CDP-star luminescence; activation factor at 20 µM; AID 1016, 2008; purified bovine IAP, 30 min; active compounds read high; fold of DMSO-control signal, blank-subtracted; 200,000 compounds, 0.17% hits; alkaline phosphatase, intestinal [Bos taurus];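 active means activation factor of 2 or more at 20 µM, a signal rise over negative controls twice the positive control's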
APP 5UTR inh: inhibitors of APP translation via 5'UTR reporter, primary screen, APP 5'UTR luciferase, SH-SY5Y cells | SH-SY5Y APP 5'UTR-luciferase reporter, luminescence | inhibition, % at 2 µM | 190,000 compounds, 0.82% hits;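 active means inhibition above a set limit, derived from the sample mean plus 3 SD, cut at about 45% in these data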; further: values of inactives mirror those of a sister screen read the other way
L major viab: Leishmania major promastigote growth inhibition, primary screen | Leishmania major promastigotes, resazurin fluorescence viability | inhibition, % at 10 µM | 200,000 compounds, 9% hits | AID 1063, 2008; in the data active means inhibition above about 50%;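 further: promastigotes grown with compound for 44 hours at 28 °C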
FLuc stim CS: FLuc activators, initial screening, artefact control for FLuc-dependent activation tests, biochemical, ATPlite luminescence | Luciferin 4-monooxygenase (Photinus pyralis), P08659 | ATPlite luciferase biochemical, 10 min; 0 = ATP-free wells, 1 = DMSO control | activation factor at 10 µM | 200,000 tested, under 10 active | AID 1027, 2008;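 active means luciferase activation factor, scaled between plate controls, of at least 2 with compound at 10 µM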
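Assay system: Luciferase/luciferin detection reagent, cell-free biochemical luciferase assay / Read-out: luciferase activation / Benchmarks: No-ATP low control, compound-free enzyme-plus-ATP high control / Medium: PBS buffer for ATP / Detection: luminescence measurement of luciferase light output / Schedule: 10 min at ambient temperature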
TNAP inh noacc: human TNAP enzyme inhibitors, primary screen, biochemical, luminescent, no phosphate acceptor, uHTS; Alkaline phosphatase, tissue-nonspecific isozyme (Homo sapiens), P05186; purified TNAP, CDP-star luminescence, 30 min; inhibition, % at 20 µM; 200,000 compounds, 0.26% hits; AID 1012, 2008;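 active means tissue-nonspecific alkaline phosphatase inhibition above about 50% at 20 µM in the single-dose screen, limit read from the data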;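 further: 0% = DMSO negative control and 100% = EDTA positive control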
An asterisk follows results filed as active; x = not tested or not shown.

Below each SMILES – bIAP inhibitor	TNAP inh hiacc	TNAP act hi DEA	FLuc inh counter	RAM network inh	bIAP act	APP 5UTR inh	L major viab	FLuc stim CS	TNAP inh noacc
O=C(CSc1nc(CCC2CCCC2)nc2ccccc12)NCc1ccc2c(c1)OCO2
    -16	-4	1	-8	8.3	1.2	4	0	1.1	-13
COc1ccccc1NC(=O)C[n+]1ccccc1
    6	-5	1.1	-3	1.6	0.9	14	-4	1	-10
Cc1ccc2nc(-c3ccncc3)cc(C(=O)Nc3ccc(OC(F)F)cc3)c2c1
    3	-4	1	-8	-0.4	1	16	5	1.1	-5
Cc1ccnc(SCC(=O)N2CCc3ccccc3C2)n1
    3	-5	1	-1	3.1	1	3	15	1	-6
Cc1ccc(-c2csc3nc(=O)c(C)nn23)cc1
    -7	-4	1	0	x	1.1	x	x	1	-5
Cc1ccc(NC(=O)CN(c2cc(C)cc(C)c2)S(=O)(=O)c2c(C)noc2C)nc1
    -1	-4	1	-5	-0.9	1	-8	20	1	-4
COc1ccc(NC(=S)N2CCC(c3nc4ccc(Cl)cc4[nH]3)CC2)c(OC)c1
    -1	-6	1.1	-5	2.2	1	0	0	1	-6
COc1ccc(-n2c(N)c(Br)c(=O)[nH]c2=O)cc1
    2	-2	1	-3	-0.8	1	1	1	1	-8
CCN(CC)S(=O)(=O)c1ccc2nc(CSc3nnnn3-c3ccc(O)cc3)[nH]c2c1
    -42	-4	1	-5	0.7	1.4	5	1	1	-5
O=C1N(O)C2(C=CCCC2)/C(=N\O)C12CCCCC2 (stereo not given)
    3	-5	1.1	-3	1.5	1	-11	-6	1	-15
CCCCCCCCCCCCOC1OC(CO)C(O)C(O)C1NC(C)=O (stereo not given)
    4	4	1	-1	0.1	1	-2	-5	1	-13
O=S(=O)(Nc1ccc(-c2cn3c(n2)SCC3)cc1)c1cccs1
    -2	-2	1	2	3.2	1	-35	15	1	-10
Cn1ccsc1=NC(=O)c1ccc(Cl)cc1
    1	-2	1	20	1.3	1	-113	-5	0.8	-5
O=C1NC(=O)/C(=C\c2cn(Cc3ccccc3F)c3ccccc23)N1
    4	-4	1	-7	5.9	1	-12	6	1.1	-10
CCOc1ccccc1NC(=O)CN(Cc1ccccc1)S(C)(=O)=O
    5	0	1	-4	-0.2	1	-2	-5	1	-11
CCN(CC)C(=O)CSc1nc(O)cc(=O)n1-c1ccccc1OC
    3	-10	1.1	-5	x	1	-5	-4	1.1	0
CNc1cc(C(F)(F)F)nc(-c2ccccn2)n1
    9	2	1	-6	0.3	0.9	3	-6	1.1	5
CCCc1nnc(SCC(=O)N2CCCCC2)n1CCCOC
    7	-5	1	-1	-0.3	0.9	-6	-4	1	-8
Cc1ccc(NC(=O)CN(C)C2CCCCC2)cc1Br
    13	3	1	1	0.0	0.9	4	9	1	0
O=C(CN1N=C(c2ccccc2)CCC1=O)NCCCN1CCc2ccccc2C1
    22	-4	1	-1	-0.5	0.8	7	4	1	-26

3 compounds already listed, sorted by the number in FLuc stim CS, smallest number first.
SMILES	FLuc stim CS
Cn1ccsc1=NC(=O)c1ccc(Cl)cc1	0.8
O=S(=O)(Nc1ccc(-c2cn3c(n2)SCC3)cc1)c1cccs1	1
CNc1cc(C(F)(F)F)nc(-c2ccccn2)n1	1.1

(cont.)
Below each SMILES – bIAP inhibitor	TNAP inh hiacc	TNAP act hi DEA	FLuc inh counter	RAM network inh	bIAP act	APP 5UTR inh	L major viab	FLuc stim CS	TNAP inh noacc
CNCCOc1ccccc1-c1ccccc1
    6	-3	1	-9	0.0	0.9	-18	4	1.1	-2
CCOc1ccc(NS(=O)(=O)c2ccc(C)c(C(=O)NCCCn3ccnc3)c2)cc1
    -22	-6	1.1	2	1.4	1.2	3	7	1	-22
O=C(O)c1ccc(NC(=O)C2(c3ccccc3)CCOCC2)cc1
    10	-6	1.1	-10	1.0	0.9	-11	-5	1.1	-8
CC1CN(Cc2nc3c(c(=O)n(C)c(=O)n3C)n2CCCO)CC(C)O1 (stereo not given)
    5	-4	1	-8	1.9	1	-1	-3	1.1	-5
COC(=O)c1ccc(OC(=O)c2cccs2)cc1
    8	-1	1	10	1.8	0.9	2	-7	0.9	-13
CCCCNC(=O)C1CCCN(S(=O)(=O)c2ccc(S(=O)(=O)NCC(C)C)cc2)C1 (stereo not given)
    14	0	1	-1	3.5	0.9	-11	-4	1	-3
CC(=O)Nc1nc(-c2ccc(Cl)cc2)nc(C)c1C(C)=O
    5	5	1	-2	0.0	1	-36	5	1	-20
O=C(Nc1cnn(C23CC4CC(CC(C4)C2)C3)c1)c1cnn2c(C(F)(F)F)cc(-c3ccco3)nc12
    20	0	1	-8	6.4	0.8	16	82*	1.1	4
Cc1cc(NS(=O)(=O)c2ccc(NC(=S)NC(=O)c3ccc(C(C)(C)C)cc3)cc2)no1
    10	1	1	0	4.8	0.9	4	11	1	21
O=C(Nc1cc(S(=O)(=O)N2CCCCC2)ccc1Cl)c1ccccc1NS(=O)(=O)c1ccc(F)cc1
    24	5	1	0	6.4	0.8	-1	6	1	2
COC(=O)Nc1nc2ccc(Sc3ccccc3)cc2[nH]1
    11	-4	1	4	3.9	0.9	92*	-2	1	-13
COc1ccccc1NC(=O)c1cc([N+](=O)[O-])ccc1NCCN1C(=O)CCC1=O
    3	-2	1	-3	4.6	1	2	-2	1	-4
CNC(=S)Nc1ccc(Br)cc1
    4	-5	1	-7	0.4	1	4	42	1.1	-6
COc1ccc(-c2ccc(CO)o2)cc1N
    -5	-5	1	14	1.4	1	2	-7	0.9	-4
O=C(Nc1ccc(OC(F)F)c(Cl)c1)Nc1ccc2c(c1)OCO2
    11	-6	1.1	1	3.2	0.9	-12	5	1	-13
COC(=O)c1ccccc1NC(=O)N1CCN(c2ccc(F)cc2)CC1
    4	-6	1.1	-8	2.2	1	-4	9	1.1	-11
O=[N+]([O-])c1ccc(/C=N/n2c(C3CCCCC3)n[nH]c2=S)cc1
    9	0	1	-5	2.3	0.9	-6	1	1.1	37
CC(C)(C)NC(=O)COc1ccc(CNc2ncn[nH]2)cc1
    -5	-5	1	-7	0.0	1	13	-4	1.1	-8
COCCNC(=O)/C(C#N)=C\c1ccc(CNS(=O)(=O)c2ccc(C)cc2)o1
    -12	-3	1	-3	2.4	1.1	-19	-4	1	-9
COc1ccc(C(=O)COC(=O)CCn2nnc(-c3cccc(O)c3OC)n2)cc1
    2	-4	1	2	3.0	1	-1	-3	1	3
Cc1cccc(C(=O)NC2CCCc3ccccc32)c1 (stereo not given)
    1	-6	1.1	-5	2.0	1	17	5	1	-6
C/C(=N\OCC(=O)N/N=C/c1ccccc1O)c1cccs1
    -8	-6	1.1	-4	0.9	1.1	-6	-11	1	-9
COc1ccc(/C=C/C(=O)c2ccccc2)cc1COc1ccccc1F
    22	-2	1	-2	10*	0.8	-13	62*	1	-10
Cc1ccc(C(=O)NNC(=S)NC(=O)c2ccc(Cl)cc2)cc1
    0	-7	1.1	-4	1.1	1	-1	64*	1	-7
CC1CCN(S(=O)(=O)c2cccc(C(=O)O)c2)CC1
    17	-6	1.1	-5	2.6	0.8	x	-9	1.1	-17
CCCCN(CCCC)C(=S)NC(=O)c1ccccc1Cl
    1	-6	1.1	-5	-0.5	1	-2	0	1.1	-4
O=C(Nc1ccc(Cl)cc1)N1CCc2ccccc2C1
    -6	-3	1	12	5.0	1.1	-44	12	0.9	-3
COc1ccccc1N(O)C1CC(=O)N(c2ccc(F)cc2)C1=O (stereo not given)
    12	1	1	2	1.9	0.9	-3	-8	1	-1
COc1ccc(OCC(O)CN2CCN(c3ccccc3)CC2)cc1 (stereo not given)
    2	-5	1.1	-1	1.9	1	-3	21	1	-2
CCOP1(=O)C=C(C(C)(C)C)OC1c1ccc(F)cc1 (stereo not given)
    9	-3	1	-6	1.1	0.9	4	-4	1.1	-2
Cc1ccc(C)c(NC(=O)c2ccccn2)c1
    9	1	1	8	0.6	0.9	-17	-3	0.9	-4
CCS(=O)(=O)Nc1cccc(-c2cc(-c3ccccc3)c3cc(C)ccc3n2)c1
    13	5	1	5	5.8	0.9	2	23	0.9	-5
N#Cc1ccc(-c2ccccc2)nc1Sc1ccc(F)cc1
    8	-4	1	-2	5.7	0.9	-2	-11	1	-13
CCc1nnc(NC(=O)CCC(=O)NC2CCCCC2)s1
    -1	-3	1	-2	1.0	1	-3	1	1	-9
NNC(=O)CN1CCCc2ccccc21
    -8	-1	1	12	1.2	1.1	-103	-2	0.9	-5
c1ccc(C[n+]2csc3ccccc32)cc1
    27	-5	1.1	1	3.3	0.7	12	-1	1	14
O=C(NCc1ccccn1)c1cccs1
    7	-5	1.1	-8	0.3	0.9	-7	-1	1.1	-13
COc1ccc(C(=O)NCc2ccc(S(N)(=O)=O)cc2)cc1[N+](=O)[O-]
    5	-6	1.1	-3	0.0	1	28	-6	1	-12
CCOC(=O)c1[nH]c(C=O)c(C(=O)OCC)c1C
    -12	3	1	-2	-1.6	1.1	91*	88*	1	14
Cc1cc2ncc(-c3ncc(C(F)(F)F)cc3Cl)cn2n1
    13	-1	1	73*	1.5	0.9	-138	-7	0.3	-18
Cc1ccc(/C(O)=C2/C(=O)C(=O)N(CCN3CCOCC3)C2c2ccccn2)cc1 (stereo not given)
    2	0	1	-6	2.0	1	7	-3	1.1	-10
c1ccc(-c2cnn3c(-c4ccccc4)c(-c4ccccc4)nc3n2)cc1
    0	-2	1	-3	4.2	1	-2	26	1	-36
CCOC(=O)CN(C(=O)CNC(=O)c1cccs1)C(C(=O)NC1CCCC1)c1cccnc1 (stereo not given)
    5	-3	1	-7	0.6	0.9	x	-5	1.1	-1
Cc1nnc(SCc2c(Cl)cccc2Cl)n(N)c1=O
    -16	0	1	-4	2.7	1.2	10	6	1	-6
c1ccc(OCCCCn2cnc3ccccc32)cc1
    17	-2	1	-4	0.0	0.8	-10	16	1	-4
CC1CCCC(C)N1C(=O)Cn1cc(/C=C2/C(=O)Nc3ccccc32)c2ccccc21 (stereo not given)
    43	10	0.9	-10	4.8	0.6	-10	39	1.1	17
